Assay outcomes from PubChem BioAssay.
Pol eta inh – DNA polymerase eta (human) inhibition | Potency, µM (series often up to 114 µM), inactives show at the top dose activity change, negative = inhibition, hits mostly inhibitors | Q9Y253 | recombinant Pol eta, fluorescent DNA replication assay | AID 588591 | 1.2% of 390,000 active; note: potency is the fitted concentration of half-maximal effect; % is set by controls: 0 for no effect and ±100 for the full control effect
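Fluorescent replication assay: 50 nM final substrate added after a 15 min room-temperature compound preincubation with 10 nM enzyme. Signal taken at 0 min and again at 10 min.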
Pol kappa inh – DNA polymerase kappa (human) inhibition; Q9UBT6; purified Pol kappa, fluorescent DNA synthesis assay, 10 min; Potency, µM (series often up to 107 µM), for inactives: at the top dose activity, negative = inhibition, hits mostly inhibitors; 0.53% of 400,000 active; AID 588579; note: potency is the fitted concentration of half-maximal effect; % is set by controls: 0 for no effect and ±100 for the full control effect
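Pol kappa 10 nM + cpd, 15 min RT; start w/ substrate 50 nM final; fluorescence kinetic read, 0 and 10 min. Neg ctrl: buffer, no enzyme.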
Anesthetic bind – binds horse apoferritin like a general anesthetic. AID 485281. P02791. 0.074% of 350,000 active. apoferritin/1-aminoanthracene competitive binding, fluorescence. Potency, µM (doses to about 77.5 µM), without a hit: at the top dose activity change, negative = displacement, actives largely listed as inhibitors; note: potency is the fitted concentration of half-maximal effect; % is set by controls: 0 for no effect and ±100 for the full control effect; nearly all actives have a fitted effect of over 20% in size
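Read-out: endpoint 1-AMA fluorescence, excitation 380 nm and emission 535 nm, after compounds sit 10 min at room temperature with 10 uM horse-spleen apoferritin in 50% saturated 1-AMA/PBS. Values come from four-parameter Hill fits.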
BLM inh – Bloom syndrome helicase (human) inhibition | P54132 | recombinant BLM DNA unwinding, fluorescence dequenching | Potency, µM (doses to about 56.1 µM), without a hit: top-dose activity change, negative = inhibition, actives largely listed as inhibitors | 0.2% of 350,000 active | AID 2528;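 note: potency is the fitted concentration of half-maximal effect; plate controls were vehicle for no effect and no enzyme for full effect; nearly all actives have a fitted effect of over 35% in size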
GRP78 ERSR act – ER stress response induction in glioma; U87-MG GRP78 promoter luciferase reporter, 16 h; Potency, µM, inactives show top-dose activation, usual class: activators; 0.02% of 420,000 active; note: potency is the fitted concentration of half-maximal effect; series mostly up to about 76 µM; % of control where 0% means no effect; nearly all actives have a fitted effect of over 35% in size
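ERSR induction read as luciferase luminescence (Bright-Glo, 10 min at room temperature) in stably transfected human U87-MG glioma cells exposed to compounds for 16 h, using GRP78 as sensor.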
LDHA inh – LDHA (human) enzyme inhibition | P00338 | purified LDHA, NADH/diaphorase-resazurin fluorescence; hits give low values | activity change, % (values are at about 110 or 230 µM) | 0.15% of 480,000 active | AID 1347041; in the data active = activity change below about -30%; inconclusive = mostly about -25% to -30%;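 note: plate controls were DMSO wells for no effect and wells without enzyme for full effect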
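Human LDH5 at 2 nM final in Tris HCl pH 7.4 with 0.06 mM NADH and 0.2 mM pyruvate, reacted 5 minutes at room temperature. Remaining NADH coupled via diaphorase/resazurin; resorufin fluorescence read at 0 and 20 minutes, normalized to enzyme-free and DMSO wells.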
APE1 inh – inhibitors of human APE1 endonuclease; Potency, µM (highest dose often 65.8 µM), for inactives: top-dose activity change, negative = inhibition, most hits filed as inhibitors; AID 2517; 0.35% of 350,000 active; P27695; recombinant APE1, TAMRA/BHQ-2 abasic DNA cleavage fluorescence;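 note: potency is the fitted concentration of half-maximal effect; plate controls were vehicle for no effect and reference inhibitor for full effect; nearly all actives have a fitted effect of over 55% in size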
Target sequence (P27695 whole entry, looked up): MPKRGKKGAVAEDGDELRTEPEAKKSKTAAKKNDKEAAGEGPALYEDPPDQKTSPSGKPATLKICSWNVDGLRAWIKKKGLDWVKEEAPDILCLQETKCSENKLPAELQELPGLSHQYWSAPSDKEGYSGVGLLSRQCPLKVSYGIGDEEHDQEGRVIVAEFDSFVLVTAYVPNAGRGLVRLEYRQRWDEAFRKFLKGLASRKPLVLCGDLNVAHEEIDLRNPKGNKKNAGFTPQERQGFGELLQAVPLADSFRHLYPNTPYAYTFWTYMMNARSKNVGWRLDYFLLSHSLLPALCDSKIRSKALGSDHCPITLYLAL
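Activity was derived from the fluorescence gain between first and third kinetic reads (60 s intervals, ex 525/em 598 nm) after 50 nM THF-abasic TAMRA/BHQ-2 duplex was added to 0.75 nM APE1 preincubated 15 min with compound.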
Pol beta inh – blocks human DNA polymerase beta activity | P06746 | Pol beta primer extension/strand displacement, fluorescence kinetic | Potency, µM (top dose mostly 114 µM), inactives show top-dose activity change, negative = inhibition, usual class: inhibitors | 1.3% of 340,000 active; note: potency is the fitted concentration of half-maximal effect; % is set by controls: 0 for no effect and ±100 for the full control effect
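Pol beta (10 nM) and compounds were preincubated 15 min at room temperature, then 50 nM substrate (final) started primer extension/strand displacement. Reads were taken at 0 and 10 min; concentration-response data were fitted to a four-parameter Hill equation.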
Pol iota inh – blocks human DNA polymerase iota activity; Q9UNA4; Potency, µM (top dose mostly 115 µM), without a hit: at the highest dose activity, negative = inhibition, actives largely listed as inhibitors; Pol iota fluorescent replication assay, 10 min; AID 588590; 1% of 390,000 active; note: potency is the fitted concentration of half-maximal effect
Target sequence (Q9UNA4 whole entry, looked up): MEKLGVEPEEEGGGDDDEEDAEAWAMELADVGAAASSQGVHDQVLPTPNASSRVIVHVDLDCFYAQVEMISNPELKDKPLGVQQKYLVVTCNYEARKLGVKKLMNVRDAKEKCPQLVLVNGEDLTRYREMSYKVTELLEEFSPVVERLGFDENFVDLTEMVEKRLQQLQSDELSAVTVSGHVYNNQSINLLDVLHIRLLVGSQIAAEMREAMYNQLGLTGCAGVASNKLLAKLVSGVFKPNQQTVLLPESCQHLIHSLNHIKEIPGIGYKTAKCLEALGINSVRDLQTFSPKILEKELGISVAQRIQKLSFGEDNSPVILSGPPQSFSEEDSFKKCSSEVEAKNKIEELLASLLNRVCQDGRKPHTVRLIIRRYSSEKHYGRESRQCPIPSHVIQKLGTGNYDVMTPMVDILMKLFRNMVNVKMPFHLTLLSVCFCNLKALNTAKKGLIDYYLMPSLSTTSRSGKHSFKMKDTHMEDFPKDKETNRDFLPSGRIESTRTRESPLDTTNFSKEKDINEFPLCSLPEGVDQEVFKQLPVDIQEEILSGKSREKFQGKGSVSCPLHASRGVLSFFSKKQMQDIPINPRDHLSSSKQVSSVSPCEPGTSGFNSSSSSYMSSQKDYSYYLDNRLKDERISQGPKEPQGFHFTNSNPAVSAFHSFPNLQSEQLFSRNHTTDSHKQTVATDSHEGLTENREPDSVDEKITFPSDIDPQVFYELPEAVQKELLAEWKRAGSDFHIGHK
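Pol iota at 10 nM preincubated 15 min with compounds at room temperature; reaction started with fluorescent substrate, 50 nM final. Fluorescence read kinetically at 0 and 10 min; buffer-only wells as negative control.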
* hit, by the source's call; u = inconclusive; x = not tested or not shown; & = joins results of further samples; [ ] = remark or other dose. Unless noted, calls come from the whole dose curve; as a rule, active = well fitted curve in the direction sought with a large enough effect; inconclusive = small, poorly fitted or top-dose-only effect, or another doubt; inactive = no such curve, though single readings can be large; an effect the other way counts as inactive or inconclusive. The list is partial; count on the stated rates, not on these rows.

SMILES | Pol eta inh | Pol kappa inh | Anesthetic bind | BLM inh | GRP78 ERSR act | LDHA inh | APE1 inh | Pol beta inh | Pol iota inh
CC(C)n1ncc2c(C(=O)Nc3cccc(C#N)c3)cc(C3CC3)nc21 | -27% | -2% | x | x | -8% | -1 | -6% | x | 13%
CC(=O)Nc1ccc2nc(SCC(=O)O)sc2c1 | u | -17% | -3% | -4% | -5% | -5 | -5% | 0% | -5%
COc1cc2c(cc1OC)C(COc1ccc3c(C)cc(=O)oc3c1)N(C(=O)c1ccc(Cl)cc1)CC2 (stereo unspecified) | -14% | -22% | -10% | -8% | -3% | -8 | x | 15% | u
OC(C[n+]1ccccc1Cl)c1ccccc1 (stereo unspecified) | x | -22% | x | x | 0% | -3 | x | x | 38%[activator]
O=S(=O)(c1ccccc1)[C@@]1(c2ccc(Br)cc2)C[C@@H]2ON=C(c3cccc(Br)c3)[C@@H]2C1 | 1% | -6% | x | x | -3% | -9 | 15% | x | u
Cc1cccc(N2CCN(C(=O)C3CCN(S(=O)(=O)c4c(C)noc4/C=C/c4ccccc4F)CC3)CC2)c1C | -7% | -11%[60.1 µM] | 1% | -1% | 0% | -6 | x | 18% | 15%
Cc1ccc(N2CN=c3s/c(=C\c4ccccn4)c(=O)n3C2)cc1 | -4% | 6% | -11% | -1% | 1% | 1 | -1% | 13% | 12%
Cc1ccc(-c2ccnc3nc(-n4cccc4)nn23)o1 | 1% | -13% | -7% | 5% | 0% | -3 | -3% | 1% | 85%[activator]
CC(C)c1ccc(/C=C/C(=O)NNC(=O)c2cccnc2)cc1 | -5% | -7% | -17% | -1% | 4% | 2 | 2% | 24% | 3%
COc1ccccc1CCNC(=O)CCn1c(=O)oc2ccccc21 | -16% | -25% | 8% | 5% | -4% | -3 | 10% | 4% | u
COCCCNC(=O)c1cnn(-c2ccccc2Cl)c1C1CCN(C(=O)OC(C)(C)C)CC1 | -9% | 5% | 4% | 3% | -2% | 5 | x | -1% | 25%
Cc1ccc(/C=C/C(=O)c2ccccc(=O)c2O)c(C)c1 | u | -24% | u | -13% | 1% | 2 | -2% | u | u
Cc1ccc(S(=O)(=O)CCC(=O)N2CCc3ccccc32)cc1 | -12% | -9% | -17% | -11% | 4% | -1 | -1% | -1% | 26%
COc1ccc(NC(=O)CSc2ccc(NC(C)=O)cc2)cc1S(=O)(=O)N1CCCCC1 | -21% | -9% | -22% | -2% | -4% | -10 | -8% | 25% | 195%[activator]
COc1ccccc1CNC(=O)c1ccc(N2CCCC2)c(NC(=O)NCc2ccc(C)cc2)c1 | -24% | -3%[60.1 µM] | -8% | 0% | -1% | -3 | x | -29% | -8%
COc1cc(OC)cc(C(=O)OCC(=O)NC2CCCCCC2)c1 | -13% | 6% | x | x | -5% | -1 | 37% | x | 20%
COCCn1c(SCC(=O)Nc2ccc(C(F)(F)F)cc2)nc2c([nH]c3ccccc32)c1=O | -18% | 1%[60.1 µM] | -3% | -1% | -1% | -5 | x | -2% | 26%
Cc1ccc(S(=O)(=O)c2nc(S(C)(=O)=O)sc2N2CCC(C(N)=O)CC2)cc1 | -20% | 8% | -2% | 2% | 9% | -3 | 45% | 47% | 36%[activator]
COc1cc(/C=N/NC(=O)c2ccccc2NS(=O)(=O)c2cccs2)ccc1O | -10% | -15% | x | x | 6% | -3 | 13% | x | u
COc1cc(OC)cc(C(=O)NNS(=O)(=O)c2ccc(F)cc2)c1 | -5% | -1% | 21% | 0% | -5% | 2 | 39% | -1% | -7%
CCOC(=O)C1=C(CS(=O)(=O)c2c(C)cc(C)cc2C)NC(=O)NC1c1cccc(OC)c1 (stereo unspecified) | -12% | -7% | -17% | -1% | -2% | -3 | x | -20% | 14%
COc1cc2[nH]c(=S)nc(NC3CCCC3)c2cc1OC | x | x | -22% | -5% | x | x | -3% | -29% | x
CNc1ccccc1C(=O)OCC(=O)c1ccc(F)cc1 | -13% | -5% | -17% | -9% | -2% | -5 | 5% | -3% | 38%[activator]
CC(C)Oc1ccc(C2CC(=O)N(C)C2=O)cc1 (stereo unspecified) | -19% | 13% | 8% | 0% | 1% | -1 | 3% | 9% | -5%

Reformatted with values under each structure: entries from further up.
Order of results – Pol eta inh, Pol kappa inh, Anesthetic bind, BLM inh, GRP78 ERSR act, LDHA inh, APE1 inh, Pol beta inh, Pol iota inh
Cc1ccc(/C=C/C(=O)c2ccccc(=O)c2O)c(C)c1
→ u, -24%, u, -13%, 1%, 2, -2%, u, u
Cc1ccc(S(=O)(=O)CCC(=O)N2CCc3ccccc32)cc1
→ -12%, -9%, -17%, -11%, 4%, -1, -1%, -1%, 26%
COc1ccc(NC(=O)CSc2ccc(NC(C)=O)cc2)cc1S(=O)(=O)N1CCCCC1
→ -21%, -9%, -22%, -2%, -4%, -10, -8%, 25%, 195%[activator]
COc1ccccc1CNC(=O)c1ccc(N2CCCC2)c(NC(=O)NCc2ccc(C)cc2)c1
→ -24%, -3%[60.1 µM], -8%, 0%, -1%, -3, x, -29%, -8%
COc1cc(OC)cc(C(=O)OCC(=O)NC2CCCCCC2)c1
→ -13%, 6%, x, x, -5%, -1, 37%, x, 20%
COCCn1c(SCC(=O)Nc2ccc(C(F)(F)F)cc2)nc2c([nH]c3ccccc32)c1=O
→ -18%, 1%[60.1 µM], -3%, -1%, -1%, -5, x, -2%, 26%
Cc1ccc(S(=O)(=O)c2nc(S(C)(=O)=O)sc2N2CCC(C(N)=O)CC2)cc1
→ -20%, 8%, -2%, 2%, 9%, -3, 45%, 47%, 36%[activator]
COc1cc(/C=N/NC(=O)c2ccccc2NS(=O)(=O)c2cccs2)ccc1O
→ -10%, -15%, x, x, 6%, -3, 13%, x, u
COc1cc(OC)cc(C(=O)NNS(=O)(=O)c2ccc(F)cc2)c1
→ -5%, -1%, 21%, 0%, -5%, 2, 39%, -1%, -7%
CCOC(=O)C1=C(CS(=O)(=O)c2c(C)cc(C)cc2C)NC(=O)NC1c1cccc(OC)c1 (stereo unspecified)
→ -12%, -7%, -17%, -1%, -2%, -3, x, -20%, 14%

More structures follow.
SMILES | Pol eta inh | Pol kappa inh | Anesthetic bind | BLM inh | GRP78 ERSR act | LDHA inh | APE1 inh | Pol beta inh | Pol iota inh
COc1ccc(NC(=O)CNc2cc(S(=O)(=O)N3CCOCC3)ccc2N2CCOCC2)c(OC)c1 | -14% | 9% | x | x | -5% | -2 | 20% | x | 27%
COC(=O)c1ccc(CNC(=O)COC(=O)C2CC3C=CC2C3)cc1 (stereo unspecified) | -19% | -6% | -17% | 0% | -4% | -1 | 1% | 93%[activator] | 60%[activator]
Cc1ccc(C(=O)c2cn(Cc3ccccc3)c3c(F)cc(F)cc3c2=O)cc1 | -2% | -13% | 6% | -4% | -4% | -8 | x | 3% | 12%
COc1ccc(-c2csc(N=C(N)N)n2)cc1 | -15% | -5% | -14% | 1% | 3% | 0 | -1% | -9% | 30%
Cc1ccc(Cl)cc1NC(=O)NCCN1CCCCC1 | -1% | -12% | -1% | -1% | -2% | -8 | 7% | 1% | 110%[activator]
Cc1ccc(C2=Nc3ccccc3N(CC(=O)NCc3ccc(Cl)cc3)C(=O)C2)cc1C | 13% | 1% | 4% | 0% | 1% | -4 | x | 8% | -16%
CCn1cc(C(=O)Nc2ccc(C(C)C)cc2)c2cc(OC)c(OC)cc2c1=O | -15% | -1% | u | -10% | -4% | 5 | x | -11% | 24%
O=C1C=C(c2ccccc2)CC(c2cccs2)C1n1cnc([N+](=O)[O-])c1 (stereo unspecified) | u | -15% | -23% | -16% | -5% | 8 | -7% | 50µM* | -20%
OCCC1CN(Cc2nc(-c3ccccc3)cs2)CCN1CCc1ccccc1 (stereo unspecified) | -28% | -3% | -1% | -4% | -5% | -5 | -4% | -10% | 41%[activator]
Cn1nnnc1SCC(=O)Nc1nc2ccccc2s1 | -11% | 1% | -3% | 5% | -1% | -7 | 0% | -18% | 99%[activator]
COc1ccc(OCC(O)Cn2c(NCCO)nc3c2c(=O)n(C)c(=O)n3C)cc1 (stereo unspecified) | -22% | -2% | -8% | 2% | -3% | 0&-2 | x | 14% | 15%
Cc1ccc(C23CC4CC(CC(C(=O)NN)(C4)C2)C3)cc1 | -5% | -13% | -10% | -4% | -4% | 2 | 29% | 0% | -11%
COc1ncccc1C(=O)N1CCCC(N2CCN(c3ccc(F)cc3)CC2)C1 (stereo unspecified) | 0% | -5% | x | x | -2% | -1 | x | x | 6%
COC(=O)c1ccc(/C=N/Nc2nc(-c3ccc(Cl)cc3Cl)cs2)cc1 | x | x | -4% | 1% | x | x | -2% | u | x
COc1ccccc1C(=O)COC(=O)c1cccs1 | -24% | -16% | x | x | 5% | -4 | -1% | x | 69%[activator]
CCOc1ccc(N2C(=O)CC(NC3CCCCNC3=O)C2=O)cc1 (stereo unspecified) | -8% | -10% | -4% | 2% | -2% | -4 | 1% | u | -6%
Cc1ccc(NC(=O)CSc2nnc(-c3ccc(Br)cc3)o2)c(C)c1 | -20% | 3%[60.1 µM] | -8% | 1% | -1% | -3 | x | u | 14%
O=C(NCCn1c(C(F)(F)F)nc2ccccc21)[C@H]1CCCN1c1nc(CN2CCCCC2)cs1 | -7% | 9% | -9% | 4% | -3% | 0 | 15% | 27% | -19%
NC(=O)c1ccc(NC(=O)COC(=O)c2cc([N+](=O)[O-])ccc2N2CCOCC2)cc1 | -26% | -2% | x | x | -4% | 2 | 4% | x | 17%
COc1ccc(CCNC(=S)Nc2cc(C)ccc2C)cc1 | -22% | -15% | -16% | 1% | 1% | -6 | 1% | 0% | 7%
Oc1ccc(N2CCN(C(c3cccs3)c3nnnn3CCc3ccccc3)CC2)cc1 (stereo unspecified) | 1% | -13% | 5% | -8% | 0% | 18 | -7% | 7% | -1%
Cc1ccc(O)c(N)c1 | 3% | -8% | x | x | 8% | 6 | -8%&-3% | x | -15%
